INS promoter inh: TRM-6 insulin promoter activity inhibition | 0.9% of 130,000 active | TRM-6 cells (human fetal islet line), insulin promoter-eGFP reporter, imaging; reporter expression induced with tamoxifen | inhibition, % at 2 µM;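 active = inhibition above the mean plus 3 SD, with well images judged a real hit on visual review, cut at about 60% in these data, passing the limit was not always enough; inconclusive = inhibition over the cutoff but images rejected on review; inactive = inhibition not above the cutoff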
SDO1 yeast rescue: compounds rescuing growth of sdo1-depleted yeast, bone marrow failure model; 0.21% of 140,000 active; z-score at 10 µM; S. cerevisiae sdo1-depleted JHY4D growth rescue, OD600 30 h; stronger effect = higher value; pdr5 snq2 efflux-pump mutant strain; AID 817;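 active = z-score above 3 at both the 24 hr and the 30 hr optical density reads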;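 note: z-score against mean and SD of all compound wells on the same plate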
SDO1 yeast rescue Rescue 24 h: second read-out of SDO1 yeast rescue, no call of its own (marks repeat the call); z-score; S. cerevisiae sdo1-depleted JHY4D growth rescue, OD600; measured here: growth rescue at 24 h;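 0 is the plate mean of compound wells and units are plate SD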
An asterisk follows results filed as active; u = inconclusive; x = not tested or not shown. No enrichment for hits. About 0.92% of those tested had a hit in this group.

SMILES	INS promoter inh	SDO1 yeast rescue	SDO1 yeast rescue Rescue 24 h
O=C(COC(=O)c1ccccc1-c1nc2ccccc2s1)NC1CCS(=O)(=O)C1 (configuration not stated)	x	1.7	2
O=CN(CCN(C=O)CN1CCCCC1)CN1CCCCC1	x	-0.45	-1.2
O=[N+]([O-])c1ccc(Oc2cccc(Br)c2)c2ccncc12	18	-2.4	-1.6
Cc1cc(C(=O)COc2cccc(-n3cnnn3)c2)c(C)n1-c1ccccc1	20	-0.57	-0.7
CC12CC3CC(C)(C1)CC(CN1CCOCC1)(C3)C2	19	-0.39	-1.2
COC(=O)c1cc(COc2ccc3c4c(c(=O)oc3c2)CCCC4)c(C)o1	23	-0.87	-0.59
Cc1ccc(-c2nn(-c3ccccn3)c(=O)c3ccccc23)cc1	24	x	x
COc1ccc(C2c3c(ncn(CCN4CCOCC4)c3=N)Oc3ccc4ccccc4c32)cc1 (configuration not stated)	-11	-0.71	-0.69
CCC(C(=O)OCC(=O)Nc1c(C)n(C)n(-c2ccccc2)c1=O)c1ccccc1 (configuration not stated)	22	0.49	0.24
O=C(NCc1ccccc1)NC1CC2CCC(C1)N2Cc1ccco1 (configuration not stated)	x	-0.13	-0.78
Clc1ccc(CN2CCC(c3nc4ccc(Cl)cc4[nH]3)CC2)cc1	-20	-1.5	-1.7
C/C(=N/NC(=O)c1cccs1)c1cccc(NC(=O)C2CC2)c1	x	0.11	-0.98
COc1ccccc1NC(=O)Cn1nnc(C(=O)Nc2ccccc2)c1N	42	0.72	0.95
CCCCN1CC(O)=C(c2nc3ccccc3[nH]2)C1=N	x	-0.97	-0.74
CC(=O)Nc1ccc(NC(=O)C(C)OC(=O)c2ccccc2C(=O)c2ccc(Cl)c([N+](=O)[O-])c2)cc1 (configuration not stated)	x	0.56	-0.07
C=CCn1c(O)c(N=NC(=O)c2ccc3c(c2)OCO3)c2ccccc21	17	-0.35	0.3
CC(=O)Nc1ccc(S(=O)(=O)N2CCOCC2)cc1	-26	0.71	0.37
Cn1ncc2c(N3CCOCC3)ncnc21	21	2	1.6
O=c1c2ccccc2nc2c3ccccc3cnn12	27	x	x
CCOC(=O)c1cc(C)n(CCCN2CCOCC2)c1C	-86	0.26	-0.06
CC(=O)c1c(C)nc2sc3c(=N)n(N)cnc3c2c1-c1ccc(Cl)cc1	x	1.4	1.5
COc1cc(NC(=S)NCCc2ccc(S(N)(=O)=O)cc2)c(OC)cc1Cl	-12	x	x
CCOC(=O)c1ccc(N/C(=N\S(=O)(=O)c2ccccc2C)c2ccccc2)cc1	-27	-0.81	-0.37
CC1(C)CC(=O)C(C=Nc2ccc(O)cc2)=C(O)C1	x	-0.94	-1.5
Cc1ccc(S(=O)(=O)N(c2cccc(C)c2)C2CCS(=O)(=O)C2)cc1 (configuration not stated)	29	0.57	0.47
O=[N+]([O-])c1cc(S(=O)(=O)N2CCCC2)ccc1N/N=C/c1ccncc1	17	0.23	3.3
O=C1C2CC=C(Cl)CC2C(=O)N1CCC[n+]1cccc2ccccc21 (configuration not stated)	43	1	1.4
Cc1c(Br)cc(C(=O)N2CCCCCC2)c(C)c1C	-33	-0.28	0.03
CN1CCN(c2ccc([N+](=O)[O-])cc2C(=O)c2ccccc2)CC1	0	0.37	0.72
COc1cccc(NC(=O)Cc2cn(C)c3ccccc23)c1	21	-0.36	0.3

Of the compounds above, 3 have two or more sulfur atoms:
SMILES	INS promoter inh	SDO1 yeast rescue	SDO1 yeast rescue Rescue 24 h
O=C(COC(=O)c1ccccc1-c1nc2ccccc2s1)NC1CCS(=O)(=O)C1 (configuration not stated)	x	1.7	2
COc1cc(NC(=S)NCCc2ccc(S(N)(=O)=O)cc2)c(OC)cc1Cl	-12	x	x
Cc1ccc(S(=O)(=O)N(c2cccc(C)c2)C2CCS(=O)(=O)C2)cc1 (configuration not stated)	29	0.57	0.47

Next compounds follow:
SMILES	INS promoter inh	SDO1 yeast rescue	SDO1 yeast rescue Rescue 24 h
CCC(=O)Nc1cc(C(F)(F)F)ccc1N1CCOCC1	36	-0.17	-0.94
O=C(NCCCN1CCCC1=O)c1ccc(Cl)c(NS(=O)(=O)c2ccc(F)cc2)c1	u	0.23	-0.01
C/C(=N\NC(=O)c1ccncc1)c1cc2ccccc2oc1=O	-3	0.88	1.1
COc1ccc(OC)c(NC(=O)Cc2coc3ccc4ccccc4c23)c1	7	-2.3	-2
CC(=O)NC1C(OCCOc2ccc(Cl)cc2Cl)OC(COC(C)=O)C(OC(C)=O)C1OC(C)=O (configuration not stated)	x	0.04	-0.65
Cc1ccc(N2C(=O)c3n[nH]c(C)c3C2c2ccccn2)cc1 (configuration not stated)	57	1.3	0.89
COc1ccc(S(=O)(=O)Nc2ccc(O)c(Sc3nc4ccccc4s3)c2)cc1	19	-0.22	0.72
C=CC(C)Sc1nc2c(c(=O)n(C)c(=O)n2C)n1Cc1ccccc1Cl (configuration not stated)	x	-1.3	-1.2
COc1cccc(N(C(=O)c2ccco2)C(C(=O)NC2CCCC2)c2cccnc2)c1 (configuration not stated)	x	0.88	0.53
C1=C(CCNc2ncnc3nc[nH]c23)CCCC1	-43	0.47	0.37
O=C(CCn1ccc2ccccc21)Nc1ccc(N2CCOCC2)cc1	x	0.13	0.17
Cc1ccc(SCc2nc3ccccc3n2CC(=O)Nc2c(C)cccc2C)cc1	x	-0.2	0.34
CSc1nc2ccc3nc(NC(=O)c4cccs4)sc3c2s1	-58	-0.12	2.2
O=C1c2ccncc2C(=O)N1C1CCCCC1	x	1	0.46
COc1ccc(CCC(=O)Nc2cc([N+](=O)[O-])ccc2OC)cc1	38	-0.33	-0.35
Cc1noc(C)c1C(=O)Nc1sc(C)c(C)c1C#N	-7	-0.76	-0.75
Cc1cccc(Nc2ncccc2C(=O)O)c1C	x	0.44	1.5
O=C(/C=C/c1ccc(S(=O)(=O)NCc2ccco2)cc1)NCc1cccc(Cl)c1	-34	0.72	0.5
Cc1c(C(=O)NN)sc(-c2ccccc2)c1C#N	12	x	x
N#C/C(=C(/O)COC(=O)COc1ccc(Cl)cc1)c1nc2ccccc2[nH]1	x	-0.08	0.7
O=C1NC2(CCC3(CC2)OCCO3)NN1c1ccccc1	64	x	x
C=CCN=C1CC(C)(C)CC(=O)/C1=C(\O)c1ccccc1	15	0.55	1.2
COCCNCCCCOc1ccc(C)cc1[N+](=O)[O-]	-78	0.54	-0.27
O=C(NC1CCCCC1)C(c1ccncc1)N(Cc1ccc2c(c1)OCO2)C(=O)C(F)(F)F (configuration not stated)	-277	0.1	0.09
CCCOc1ccc(NC(=O)CC2C(=O)N(C)C(=S)N2Cc2cccs2)cc1 (configuration not stated)	x	-0.81	-1.1
O=C(CSc1cnc2ccccc2n1)c1ccc(F)cc1	-47	-1.2	-0.85
CC12COC3(C(=O)Nc4ccccc4F)CC1CCC32C (configuration not stated)	0	x	x
COc1ccc(NC(=O)C2CSC3c4ccccc4C(=O)N23)cc1 (configuration not stated)	43	0.48	2.8
COc1ccc(C(=O)COC(=O)[C@H](C)Nc2ccc(C(F)(F)F)cc2[N+](=O)[O-])c(OC)c1	21	-0.51	-0.57
CC(=O)Nc1ccc(S(=O)(=O)N2CCN(c3cc(C)nc4ncnn34)CC2)cc1	-46	x	x
CCCC(c1nnnn1Cc1ccc(OC)cc1)N1CCN(c2ccccc2)CC1 (configuration not stated)	x	-1.6	-0.89
C=CCn1c(=O)c2ccccc2n2c(SCC(=O)c3ccccc3)nnc12	x	-0.46	-0.22
COc1ccc(C(c2c(O)cc(C)oc2=O)c2c(O)cc(C)oc2=O)cc1	-26	0.31	-0.16
CC(C)c1ccc(C2NC(=S)NC3=C2C(=O)CC(C)(C)C3)cc1 (configuration not stated)	x	-0.51	-0.8
Cc1cc(C)cc(C(=O)N2CCCCCC2)c1	10	2.9	2.1
Cc1nnc(SCC(=O)c2c(N)n(Cc3ccccc3)c(=O)n(C)c2=O)n1C	-127	x	x
CCN(CC)Cc1oc(-c2ccccc2)cc1C(=O)O	-14	x	x
COc1ccc(-n2c(=O)[nH]cc(C(=O)Nc3ccccc3)c2=O)cc1	x	-0.51	-0.73
COCCCNC(=O)c1c(N)n(-c2ccc(S(N)(=O)=O)cc2)c2nc3ccccc3nc12	4	-0.82	0.96
CCOc1ccc(NC(=O)CSc2nc3c(c(=O)n2C)SC(C)C3)cc1 (configuration not stated)	-60	-0.06	0.52
COC(=O)Cn1c(=O)cnc2ccccc21	x	0.15	-0.92
CCS(=O)(=O)c1ccc2c(c1)N(S(=O)(=O)c1ccc(OC)cc1)CC(C(=O)O)O2 (configuration not stated)	4	2	0.72
CC12C(=O)N(CCC(=O)O)C(=O)C1C1C=CC2C1 (configuration not stated)	25	1.4	2
Cc1nnc(SCC(=O)NCc2ccc(Cl)cc2)[nH]c1=O	x	0.85	0.55
CCn1c(=O)cc(SCC(=O)Nc2cccc(C)n2)c2ccccc21	6	x	x
O=C(CNS(=O)(=O)c1ccc2ccccc2c1)OCC(=O)c1ccc(Br)s1	-10	-0.31	-0.42
Cc1ccc(C(=O)NC(C)(COc2nonc2C)COc2nonc2C)cc1	-6	-1.6	-0.55
Cc1nn2c(CN(C(=O)CN3CCOCC3)c3ccccc3)nnc2c2ccccc12	x	2.5	3.2
CCn1c(SCC(=O)NCc2ccco2)nc2ccccc2c1=O	0	x	x
CC1Cc2nc(SCC(=O)NCc3ccccc3)n(Cc3ccccc3)c(=O)c2S1 (configuration not stated)	x	-1.8	-1.6
Next part
SMILES	INS promoter inh	SDO1 yeast rescue	SDO1 yeast rescue Rescue 24 h
CN1C(=O)OC(C)(CCc2ccccc2)C1(C)O (configuration not stated)	-36	0.63	0.17
COc1cc(NC(=O)c2ccccc2Cl)ccc1NC(=O)c1ccco1	-47	-0.47	-0.14
COc1ccc(/C=C/C(=O)NCCCn2ccnc2)cc1	24	1.2	1.6
COc1ccc(NC(=O)c2cc(C)on2)cc1OC	29	0.41	0.47
COC(=O)CCC(=O)Nc1ccc(Br)cc1	x	2	2.3
O=C(Nc1ccccc1)c1ccc2nsnc2c1	-193	-0.07	-0.45
Cc1ccc(NC(=O)c2nc[nH]c2C(=O)Nc2ccc(C)cc2)cc1	-14	-0.43	1.1
Cc1ccc(CS(=O)(=O)CCC(=O)NCCCN2CCCC2)cc1	-78	0.8	0.18
CCCCCCn1c(CN2CCN(CCO)CC2)nc2c1c(=O)n(C)c(=O)n2C	100*	1.4	1.4
Cc1cc(C)c2c(c1)cc(C)c1nnc(SCC(=O)Nc3ccc(S(=O)(=O)N4CCCCC4)cc3)n12	-3	-0.3	-0.92

Some of these compounds in order of number of heavy atoms, low to high:
SMILES	INS promoter inh	SDO1 yeast rescue	SDO1 yeast rescue Rescue 24 h
COC(=O)Cn1c(=O)cnc2ccccc21	x	0.15	-0.92
CN1C(=O)OC(C)(CCc2ccccc2)C1(C)O (configuration not stated)	-36	0.63	0.17
COc1ccc(NC(=O)c2cc(C)on2)cc1OC	29	0.41	0.47
COc1ccc(/C=C/C(=O)NCCCn2ccnc2)cc1	24	1.2	1.6
Cc1ccc(CS(=O)(=O)CCC(=O)NCCCN2CCCC2)cc1	-78	0.8	0.18
Cc1ccc(NC(=O)c2nc[nH]c2C(=O)Nc2ccc(C)cc2)cc1	-14	-0.43	1.1
COc1cc(NC(=O)c2ccccc2Cl)ccc1NC(=O)c1ccco1	-47	-0.47	-0.14
O=C(CNS(=O)(=O)c1ccc2ccccc2c1)OCC(=O)c1ccc(Br)s1	-10	-0.31	-0.42
Cc1ccc(C(=O)NC(C)(COc2nonc2C)COc2nonc2C)cc1	-6	-1.6	-0.55
CCS(=O)(=O)c1ccc2c(c1)N(S(=O)(=O)c1ccc(OC)cc1)CC(C(=O)O)O2 (configuration not stated)	4	2	0.72
CC1Cc2nc(SCC(=O)NCc3ccccc3)n(Cc3ccccc3)c(=O)c2S1 (configuration not stated)	x	-1.8	-1.6
Cc1nn2c(CN(C(=O)CN3CCOCC3)c3ccccc3)nnc2c2ccccc12	x	2.5	3.2
COCCCNC(=O)c1c(N)n(-c2ccc(S(N)(=O)=O)cc2)c2nc3ccccc3nc12	4	-0.82	0.96
Cc1cc(C)c2c(c1)cc(C)c1nnc(SCC(=O)Nc3ccc(S(=O)(=O)N4CCCCC4)cc3)n12	-3	-0.3	-0.92

Other records follow:
SMILES	INS promoter inh	SDO1 yeast rescue	SDO1 yeast rescue Rescue 24 h
CCOc1cc(/C=N/NC(=O)CSc2nncn2C)ccc1OC(=O)c1ccc(Cl)cc1	19	1.2	-0.46
CNCCc1ccccn1	-19	0.2	-0.49
O=C(NCc1ccc(F)cc1)C1CCN(S(=O)(=O)c2ccc3c(c2)OCCCO3)CC1	x	0.31	0.06
CCOC(=O)C1(CC)NC(c2ccco2)C2C(=O)N(CC)C(=O)C21 (configuration not stated)	-13	1.2	0.57
CCOc1ccccc1NC(=O)CSc1nnc(Cc2cccn2C)n1-c1ccc(F)cc1	x	-1.1	-0.92
COc1ccc(NC(=O)c2oc3ccccc3c2C)c(OC)c1	10	-1.2	-0.65
CC(C)(C)OC(=O)C(Cl)(C(=O)OC(C)(C)C)c1ccc2nnnn2n1	8	x	x
O=C1NC2(CCCCC2)C(=O)N1Cc1ccc([N+](=O)[O-])cc1	-11	1	0.61
O=C(c1ccc(Cl)c(S(=O)(=O)N2CCCC2)c1)N1CCN(c2ccccc2)CC1	-22	x	x
Cc1nc2ccc(-n3ccc(=O)cc3)cc2s1	x	2.8	4
CCn1c2ccccc2c2cc(C3C(C#N)=C(C)NC(C)=C3C#N)ccc21	-21	-1	-0.71
Cc1ncc([N+](=O)[O-])n1Cc1cccc2ccccc12	-22	-0.16	-0.03
CCc1cccc(CC)c1N(COC)C(=O)Cn1nnc2ccccc21	-57	0.67	1.4
CCOc1ccc(NC(=O)c2ccco2)c([N+](=O)[O-])c1	-23	0.72	1
COc1ccc(OCC(=O)Nc2cccc(C(C)=O)c2)cc1	x	0.47	-0.04
